GalR3 antagonist – human GalR3 antagonism | O60755 | HEK293 GalR3-CNG cAMP membrane potential fluorescence; galR3 body fused to GalR1 C-terminus | inhibition, % at 3 µM | hit rate 0.44% among 360,000 | AID 651719;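 active = inhibition above the screen-wide average plus 3 SD, cut at about 13% in these data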;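 note: forskolin and galanin both at EC90 stimulate the cells; cAMP rise reported by CNG channel membrane potential dye signal; 0% = forskolin plus galanin with DMSO and 100% = forskolin alone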
Target sequence (O60755 1-299 limits assumed): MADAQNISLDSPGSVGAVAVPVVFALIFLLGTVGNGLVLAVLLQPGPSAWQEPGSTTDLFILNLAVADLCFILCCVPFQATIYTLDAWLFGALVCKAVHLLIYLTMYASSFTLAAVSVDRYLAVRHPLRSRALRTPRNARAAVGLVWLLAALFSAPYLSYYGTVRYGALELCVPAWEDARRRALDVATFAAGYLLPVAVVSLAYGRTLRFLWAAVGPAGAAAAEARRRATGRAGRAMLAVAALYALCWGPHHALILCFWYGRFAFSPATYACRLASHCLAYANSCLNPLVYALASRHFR
V1R ag counter – V1a receptor agonism, counter-screen for OXTR agonists. hit rate 0.25% among 320,000. P37288. activation, % at 3 µM. AID 2797. CHO-V1R cells, Fluo-8 calcium fluorescence, agonist mode; 0% DMSO, 100% 3 nM vasopressin;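 active = activation above the mean activation of all tested compounds plus 3 SD, per screening run, cut at about 20% in these data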;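 note: signal is peak over basal fluorescence ratio across a 100 second FLIPR read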
Target sequence (P37288 whole entry, looked up): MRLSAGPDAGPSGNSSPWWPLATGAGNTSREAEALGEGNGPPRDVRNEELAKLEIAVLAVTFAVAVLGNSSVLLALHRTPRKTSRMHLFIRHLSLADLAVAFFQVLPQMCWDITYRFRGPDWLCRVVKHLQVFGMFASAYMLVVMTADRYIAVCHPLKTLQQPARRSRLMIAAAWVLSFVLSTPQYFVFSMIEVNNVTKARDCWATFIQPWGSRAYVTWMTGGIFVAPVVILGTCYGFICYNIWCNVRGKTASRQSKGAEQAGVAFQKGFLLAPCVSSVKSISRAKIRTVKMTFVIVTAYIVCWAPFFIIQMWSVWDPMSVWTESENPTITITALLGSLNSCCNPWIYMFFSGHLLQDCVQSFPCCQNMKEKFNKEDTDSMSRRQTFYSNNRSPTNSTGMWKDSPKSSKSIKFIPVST
OXTR ag – activates the human oxytocin receptor. AID 2435. hit rate 0.32% among 320,000. CHO-OTR cells, Fluo-8 calcium fluorescence; normalized: DMSO 0%, oxytocin 100%. activation, % at 3 µM. P30559;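 active = activation above the mean of all tested compounds plus 3 SD, cutoff set per screening run, cut at about 20% in these data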;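 note: peak over basal fluorescence ratio from a 100 s FLIPR kinetic read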
Target sequence (P30559 whole entry, looked up): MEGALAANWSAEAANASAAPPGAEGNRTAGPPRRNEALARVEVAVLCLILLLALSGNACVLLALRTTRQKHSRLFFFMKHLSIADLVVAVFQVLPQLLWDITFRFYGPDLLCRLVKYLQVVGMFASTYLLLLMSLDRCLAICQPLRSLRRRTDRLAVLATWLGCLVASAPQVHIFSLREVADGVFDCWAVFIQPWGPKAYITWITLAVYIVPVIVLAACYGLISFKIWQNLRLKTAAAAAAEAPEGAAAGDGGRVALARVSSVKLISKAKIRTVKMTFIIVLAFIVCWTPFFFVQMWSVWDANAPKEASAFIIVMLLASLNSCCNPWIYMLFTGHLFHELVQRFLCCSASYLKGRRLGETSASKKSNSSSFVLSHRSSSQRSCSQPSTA
* marks the source's active call; other numbers are inactive results. This is a subset, so the mix of outcomes need not match the whole.

Start of the listing, in advance (four entries):
SMILES	GalR3 antagonist	V1R ag counter	OXTR ag
CCc1nnc(NC(=O)C2CCCN(C(=O)c3ccc(Cl)cc3)C2)s1 (centres undefined)	-7.6	1.5	0.0
CC1C(=O)N2CCCc3cc(NC(=O)C(=O)NCCc4ccc(F)cc4)cc1c32 (centres undefined)	-2.1	-1.5	-1.9
Cc1ccc(C(=O)CCC(=O)Nc2ncccc2O)cc1	-2.1	-0.4	0.2
COC(=O)CCC(=O)OC1(C)C(=O)C2=CN(C3CC3)C(c3ccc(OC)cc3)=CC2=C(Br)C1=O (centres undefined)	9.4	0.7	-0.7

Main list, repeating the preview:
SMILES	GalR3 antagonist	V1R ag counter	OXTR ag
CCc1nnc(NC(=O)C2CCCN(C(=O)c3ccc(Cl)cc3)C2)s1 (centres undefined)	-7.6	1.5	0.0
CC1C(=O)N2CCCc3cc(NC(=O)C(=O)NCCc4ccc(F)cc4)cc1c32 (centres undefined)	-2.1	-1.5	-1.9
Cc1ccc(C(=O)CCC(=O)Nc2ncccc2O)cc1	-2.1	-0.4	0.2
COC(=O)CCC(=O)OC1(C)C(=O)C2=CN(C3CC3)C(c3ccc(OC)cc3)=CC2=C(Br)C1=O (centres undefined)	9.4	0.7	-0.7
Cc1ccc(NC(=O)c2cccc(S(=O)(=O)N3CCc4ccccc4C3)c2)nc1	1.7	0.6	-1.0
COc1ccc([C@H]2CC(=O)C=C(c3ccc4[nH]ccc4c3)C2)cc1OC	-5.2	5.9	5.6
CCOC(=O)C1CCN(C(=O)CCc2nc3sc4c(c3c(=O)[nH]2)CCCC4)CC1	-5.1	-0.5	-1.3
Cn1ccc2ccc(C3=CC(=O)C[C@H](c4ccc(F)cc4)C3)cc21	-2.2	0.4	-0.4
Cc1cccc(C)c1NC(=O)CN(C)C(C)C(=O)NCC(=O)Nc1ccc(F)c(F)c1F (centres undefined)	-1.4	-1.0	-1.0
Cn1cnc2c(oc3ccccc32)c1=O	-1.3	0.2	0.5

Record cards, from the list above. Order of values: GalR3 antagonist | V1R ag counter | OXTR ag
CCc1nnc(NC(=O)C2CCCN(C(=O)c3ccc(Cl)cc3)C2)s1 (centres undefined) across the screens: -7.6 | 1.5 | 0.0
COc1ccc([C@H]2CC(=O)C=C(c3ccc4[nH]ccc4c3)C2)cc1OC across the screens: -5.2 | 5.9 | 5.6
CC1C(=O)N2CCCc3cc(NC(=O)C(=O)NCCc4ccc(F)cc4)cc1c32 (centres undefined) across the screens: -2.1 | -1.5 | -1.9
Cc1cccc(C)c1NC(=O)CN(C)C(C)C(=O)NCC(=O)Nc1ccc(F)c(F)c1F (centres undefined) across the screens: -1.4 | -1.0 | -1.0
Cc1ccc(C(=O)CCC(=O)Nc2ncccc2O)cc1 across the screens: -2.1 | -0.4 | 0.2

The results go on.
SMILES	GalR3 antagonist	V1R ag counter	OXTR ag
O=C(COC(=O)c1ccc(O)cc1)NCC1COc2ccccc2O1 (centres undefined)	-6.3	4.3	3.5
CCOc1ccc(NC(=O)CN(C)C(=O)CCN2C(=O)C3CC=CCC3C2=O)cc1OCC (centres undefined)	2.9	0.0	0.0
O=C(CN1CCOCC1)Nc1cccc([N+](=O)[O-])c1	-4.2	0.3	-0.8
N#Cc1ccccc1OCC(=O)OCC(=O)NC1CCS(=O)(=O)C1 (centres undefined)	-0.4	0.6	0.5
O=C(COC(=O)c1cccc(C(F)(F)F)c1)NC(=O)NC1CCCC1	-4.9	-0.9	-2.0
COc1cc2cc(CCOC(=O)c3ccc(C#N)cc3)oc(=O)c2cc1OC	-2.8	0.8	-0.7
CCN(Cc1ccccc1)S(=O)(=O)c1c(C)n(C)c(=O)n(C)c1=O	-3.7	-0.1	-0.8
CCOc1ncccc1C(=O)N(CCC(C)C)c1c(N)n(Cc2ccccc2)c(=O)[nH]c1=O	-2.8	0.7	0.9
O=C(COC(=O)c1cc([N+](=O)[O-])ccc1N1CCOCC1)c1ccccc1	-2.6	-1.4	-1.9
NC(=O)NC(=O)C(c1ccccc1)N1CCN(S(=O)(=O)Cc2ccccc2)CC1 (centres undefined)	-8.0	0.6	0.7
CCCCn1c(N)c(N(C)C(=O)c2ccccc2Oc2ccccc2)c(=O)[nH]c1=O	1.4	0.4	-0.4
O=C1CCC/C=C\C[C@@H](CC(=O)N(CCO)Cc2ccccc2)C(=O)N[C@H](Cc2c[nH]c3ccccc23)CO1	-5.7	-0.3	0.1
O=C1NC[C@H](CC2CCCCC2)N(CC2CCCCC2)C1=O	-10.3	0.2	2.0
N#Cc1ccc(CN2CCN(C(=O)CCNS(=O)(=O)c3ccc(F)c(Cl)c3)CC2)cc1	-5.2	5.0	5.7
COc1ccc(CCNC(=O)C2CC2)cc1	-3.4	-0.3	-0.5
COc1ccc(CNC(=O)C2(CC3CC(c4ccccc4)=NO3)CCN(C(=O)OC(C)(C)C)CC2)cc1 (centres undefined)	-0.9	-1.3	-1.5
C[C@H](CO)N1C[C@H](C)[C@@H](CN(C)Cc2ccccc2)Oc2c(NS(=O)(=O)c3ccccc3)cccc2C1=O	-0.5	0.6	2.0
COc1ccccc1CNC(=O)CN1C(=O)NC(c2ccccc2)(c2ccccc2)C1=O	-5.6	0.8	0.1
CSCCC(NC(=O)COc1ccccc1)C(=O)OCCOc1ccc(C)cc1 (centres undefined)	1.7	-0.2	-2.0
O=C(CS(=O)(=O)c1ccccc1)N(CCCN1CCOCC1)c1nc2c(F)cccc2s1	-4.6	0.5	-0.6
O=C(CN1C(=O)NC2(CCCC2)C1=O)OCCOc1cccc(Br)c1	-4.0	3.9	2.4
COC(C/C=C/C(=O)[C@@H](C)OCc1ccccc1)OC	2.1	0.8	0.6
Cc1cc(C)cc(C(=O)NCC(=O)OCC(=O)NC2CCCc3ccccc32)c1 (centres undefined)	-8.6	-0.5	-1.5
Cc1ccc(NC(=O)CN(C)C(=O)c2cc(-c3cccs3)nn2-c2ccccc2)cc1	-3.1	1.1	-1.1
O=C(CN1c2cccc3cccc(c23)S1(=O)=O)Nc1ccc(F)c(F)c1F	-3.8	2.7	3.2
COc1ccc([C@H]2CC(=O)C=C(/C=C/c3ccccc3)C2)cc1OC	-6.2	-0.3	-1.5
O=C1COc2ccc(C(=O)COC(=O)c3ccc(Cl)cc3[N+](=O)[O-])cc2N1	-3.7	3.8	0.2
COc1cccc(NC(=O)CN(C)C(=O)CCCNC(=O)c2ccc(Cl)cc2)c1	-1.0	1.0	0.0
CCN1C(=O)C(=O)N(CC(=O)N2CCN(c3ccccc3)CC2)C1=O	2.2	1.1	0.3
CN(CC(=O)Nc1ccc(F)cc1)C(=O)Cn1cnc2ccc([N+](=O)[O-])cc2c1=O	-3.6	-0.4	1.7
Cc1nc(SCC(=O)NCc2ccc3c(c2)OCO3)nc(C)c1C	2.7	0.0	0.7
CCn1nnnc1SCC(=O)N1CCN(Cc2ccc3c(c2)OCCO3)CC1	-6.8	-0.5	0.4
CCOC(=O)C1=C(COC(=O)CCOc2cc(C)ccc2C)NC(=O)NC1C (centres undefined)	-6.1	0.6	-1.3
CC1(c2nnc(-c3cccc(Cl)c3)o2)CC(c2ccccc2F)=NO1 (centres undefined)	-7.0	0.8	0.2
O=C(CSc1nc(=O)n2ccccc2n1)NCCc1ccccc1	-3.0	-0.6	0.2
CC(OC(=O)c1cc(Br)ccc1O)C(=O)NC1(C#N)CCCCC1 (centres undefined)	-4.5	9.8	13.2
Cc1ccc(NC(=O)COC(=O)Cn2nc(-c3ccc(F)cc3)oc2=O)cc1C	-3.5	2.6	2.2
CCOC(=O)c1ccc(NC(=O)CSc2nc(=O)n(CCN3CCOCC3)c3c2CCC3)cc1	-6.4	-0.2	-2.1
CCOC(=O)c1c(C)[nH]c(C(=O)OC(C)C(=O)NCc2ccccc2)c1C (centres undefined)	-0.8	-1.8	-0.7
CCOC(=O)N1CCN(C(=S)NC(=O)c2cccc(OC)c2)CC1	-2.1	-0.7	-0.2
COCCN(C(=O)C1CCN(C(=O)c2ccccc2C)CC1)c1c(N)n(CC(C)C)c(=O)[nH]c1=O	1.0	0.0	1.6
C[C@@H]1COC(=O)[C@@H](CC(=O)OC(C)(C)C)C/C=C\C[C@@H](CC(=O)N[C@@H](CO)Cc2ccccc2)C(=O)N1	-4.2	-0.1	1.4
O=C(COC(=O)c1cc(=O)[nH]c2ccccc12)NCc1ccccc1Cl	-5.4	0.6	-1.4
O=C(Nc1ccccc1)NC1CCCCCCC1	-5.2	1.2	-3.0
COc1ccc(CCNC(=O)CSc2ncc(C(=O)Nc3ccccc3)c(=O)n2C)cc1	-1.4	0.4	0.9
Cc1cnc(NC(=O)Cc2ccc(S(=O)(=O)N3CCOCC3)s2)s1	-5.3	2.9	3.8
Cc1cc(C)cc(NC(=O)CSc2nc3nc(C)cc(C)c3c(=O)[nH]2)c1	-3.8	-0.3	-2.6
O=C(COc1ccc2c(-c3ccccc3)cc(=O)oc2c1)NC(Cc1c[nH]c2ccccc12)C(=O)O (centres undefined)	-3.7	0.3	0.6
CC(Oc1ccc(Br)cc1)C(=O)N(C)CC(=O)Nc1ccc(N2CCOCC2)cc1 (centres undefined)	-2.6	0.5	1.3
CC(C)Cn1c(N)c(C(=O)CSc2nncs2)c(=O)n(C)c1=O	-3.0	3.5	6.8
More records.
SMILES	GalR3 antagonist	V1R ag counter	OXTR ag
CCN1CCN(c2ccc(S(=O)(=O)N3CCCCC3)cc2NC(=O)c2sccc2C)CC1	-1.3	2.3	1.7
CCCCOc1ccc(/C=C(\C#N)C(=O)NC2CC2)cc1	-4.0	2.7	2.1
O=C(O)c1cccc(N/N=C(\N=Nc2ccccc2)c2ccccc2)c1	-8.3	-0.7	-2.5
O=C(Nc1ccc(SC(F)F)cc1)c1ccc2c(=O)n3c(nc2c1)CCC3	-1.9	11.8	12.4
O=C(/C=C/c1ccc(Br)cc1)N1CCN(Cc2ccccc2)CC1	-7.1	2.1	0.1
CN(C)c1nc2c(c(=O)n(C)c(=O)n2C)n1CC(=O)c1cccs1	2.4	-1.0	-0.3
COC(=O)c1ccccc1S(=O)(=O)N1CCC(C(=O)OCc2cccc(OC)c2OC)CC1	-5.7	6.1	3.8
CCOC(=O)[C@H]1[C@H]2COc3ccc(Cl)cc3[C@@H]2N2C(=O)c3ccc(Cl)cc3NC(=O)[C@@]12C	-3.1	-1.1	6.3
COc1ccc(C(=O)COC(=O)c2ccc3c(c2)OCO3)c(OC)c1	-7.6	0.6	-1.4
CCN(CC)CCn1c2c(c(SCC(=O)Nc3ccc(C)c(F)c3)nc1=O)CCC2	-4.4	-0.6	-0.9
CCCCCCCNC(=O)C1(CC2CC(c3cccc(Br)c3)=NO2)CCN(C(=O)CCCCCBr)CC1 (centres undefined)	-8.3	-0.5	-0.9
CCN(CC(=O)Nc1ccc2c(c1)OCCO2)C(=O)/C=C/c1ccc([N+](=O)[O-])cc1	-3.7	-0.2	-0.1
CCN1C[C@@H]2[C@@H]3C(=O)N(Cc4ccccc4)C(=O)[C@@H]3[C@](CC)(C1=O)N2C(=O)c1ccc(C(F)(F)F)cc1	-2.1	2.0	-1.1
CCN1C(=NCCCOC(C)C)N[C@@H](CCc2ccccc2)[C@H](C(=O)NCCCOC(C)C)[C@H]1C	-4.6	1.6	1.0
Cc1ccc(-c2nn(-c3ccccc3)cc2C(=O)N2CCN(C3CCS(=O)(=O)C3)CC2)cc1 (centres undefined)	-7.0	0.4	-1.1
CN(Cc1ccccc1)C(=O)c1ncn(C)c1C(=O)N(C)Cc1ccccc1	-4.2	0.2	0.5
CCN(CC(=O)Nc1c(F)cccc1F)C(=O)C1CC1C (centres undefined)	-4.9	0.0	0.7
Cc1ccc(CNC(=O)Cn2ccc(NC(=O)OCc3ccccc3)nc2=O)o1	-2.2	-0.2	0.6
Cc1cccc(NC(=O)C2CCN(S(=O)(=O)c3ccc(Cl)cc3)CC2)n1	-4.0	4.1	1.6
CCCCOC(=O)c1ccc(NC(=O)c2c(N)n(C)c(=O)[nH]c2=O)cc1	-1.6	0.7	0.1
O=C(CN1CCCCCC1)Nc1ccccc1C(=O)Nc1ccccc1	4.7	-1.3	-1.4
CCCCn1c(N)c(N(CC)C(=O)c2ccc(N3CCCC3=O)cc2)c(=O)[nH]c1=O	0.8	-0.7	-0.3
COc1cccc(NC(=O)CN(C)C(=O)C2CCN(C(=O)c3ccccc3C)CC2)c1	-1.2	-0.2	-0.9
NS(=O)(=O)c1ccc(N2CCN(C(=O)c3ccco3)CC2)nc1	3.8	1.7	0.8
COc1ccc(-c2oc(=O)c3cc(OC)c(OC)cc3c2C#CCCO)cc1	-3.3	0.1	0.3
CCCCCCCC(=O)C(C)C(=O)N(C)[C@H](Cc1ccc(OC)cc1)C(=O)N(C)[C@H](C(N)=O)C(C)C (some centres undefined)	-7.9	-1.2	-1.7
Cc1nc(-c2ccc(Cl)cc2)sc1C1(C)CC(c2ccc(Br)cc2)=NO1 (centres undefined)	0.6	1.8	-0.4
C[C@H](CO)N1C[C@H](C)[C@H](CN(C)S(=O)(=O)c2ccccc2)Oc2ccc(NC(=O)NC3CCCCC3)cc2CC1=O	-4.5	1.8	1.8
COc1ccccc1CCC(=O)OCC(=O)Nc1ccc(C)c(S(=O)(=O)N2CCCCC2)c1	-3.0	2.0	2.1
CCCN(C(=O)c1nc2nccc(C)n2n1)c1c(N)n(Cc2ccccc2)c(=O)[nH]c1=O	3.7	1.3	0.8
CC(C)(C)N(Cc1ccccc1)C(=O)COC(=O)c1ccc2ccccc2n1	-4.4	-0.8	-1.4
Cc1ccc(CN2CC(C(=O)Nc3cccc(C)n3)CC2=O)cc1 (centres undefined)	0.6	0.3	0.2
O=C(Cn1nnc(-c2ccccc2)n1)NC1CCS(=O)(=O)C1 (centres undefined)	-3.1	0.4	1.3
Cc1ccc(CNCc2cc(Cl)ccc2O)cc1	-6.0	10.2	16.2
O=C(NCCCn1ccnc1)c1ccc(-c2cccc(Cl)c2Cl)o1	-3.4	3.6	6.9
